Screens from PubChem BioAssay.
TAG inh – reduces triacylglycerol accumulation in H9c2 cells | Nile Red lipid (TAG) fluorescence; cells loaded with 200 µM oleic acid | inhibition, % at 12.5 µM | 230,000 tested, 0.66% active;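 active = pattern-corrected inhibition of lipid staining of at least 50% with the nuclear-stain viability signal not falling by more than 50%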;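 also: 0% = DMSO wells and 100% = triacsin C control wells; some results filed as inactive read as strong as hits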
TAG inh DAPI viability – also measured in TAG inh; calls as there; DAPI nuclei signal change (viability), lower = more cytotoxic, %;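 whole-well DAPI fluorescence read on a plate reader as a viability signal; minus 50 percent equals half of cells still viable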
Starred values were filed as active, the others as inactive.

SMILES	TAG inh	TAG inh DAPI viability
Nc1cc(N)nc(SCc2cc([N+](=O)[O-])cc3c2OCOC3)n1	2	-1
CCN(CC)C(=O)C1=C(C)N(CCCN2CCCC2=O)C(=O)C(CC(=O)NCCCN(C)C)C1 (stereo not given)	1	6
COc1ccc(CSc2nc3ccccc3c(=O)n2CCCN2CCOCC2)cc1F	-14	17
COc1cccc(Nc2nc(C(N)CCc3ccccc3)cs2)n1 (stereo not given)	14	9
COc1cc2c(cc1OC)CN(C1CC(=O)N(c3c(C)cccc3C)C1=O)CC2 (stereo not given)	2	1
Cc1c(NC(=O)COc2ncnc3c(Cl)cc(Cl)cc23)c(=O)n(-c2ccccc2)n1C	-5	9
O=C1CN(C(=O)CNCc2ccccc2)c2ccccc2N1	-6	0
COC(=O)c1cc(C(=O)c2cccc(Cl)c2Cl)cn1C	3	22
CCOC(=O)c1cc(-c2ccccc2C)nn1Cc1cc(CC)no1	10	7
Cc1cncc(N2CCN(c3ccccn3)CC2)n1	2	-10
O=C(NCc1ccco1)c1ccc(COc2ccc(Cl)cc2)cc1	15	-6
Cc1ccc([N+](=O)[O-])cc1NC(=O)CCSc1ccc(Cl)cc1	2	-1

Another view of five compounds above.
Results follow in this order: TAG inh, TAG inh DAPI viability
COc1cc2c(cc1OC)CN(C1CC(=O)N(c3c(C)cccc3C)C1=O)CC2 (stereo not given)
 : 2, 1
Cc1c(NC(=O)COc2ncnc3c(Cl)cc(Cl)cc23)c(=O)n(-c2ccccc2)n1C
 : -5, 9
O=C1CN(C(=O)CNCc2ccccc2)c2ccccc2N1
 : -6, 0
COC(=O)c1cc(C(=O)c2cccc(Cl)c2Cl)cn1C
 : 3, 22
CCOC(=O)c1cc(-c2ccccc2C)nn1Cc1cc(CC)no1
 : 10, 7

Look-ups from above:
TAG inh DAPI viability result of Cc1ccc([N+](=O)[O-])cc1NC(=O)CCSc1ccc(Cl)cc1 : -1
TAG inh result of COC(=O)c1cc(C(=O)c2cccc(Cl)c2Cl)cn1C : 3

New compounds follow:
SMILES	TAG inh	TAG inh DAPI viability
O=C(CC1SC(=O)N(c2ccccc2)C1=O)Nc1cccc2ccccc12 (stereo not given)	4	0
NC(=O)c1nnsc1-c1ccco1	2	4
CCC1(CCC(C)C)SC(N)=NC1=O (stereo not given)	2	-10
CCCOP(=O)(c1ccc(N(C)C)cc1)C(Nc1ccccc1)c1ccc(C)cc1 (stereo not given)	1	-11
COC(=O)c1ccc2[nH]c(C3(O)CCCCC3)c(C)c2c1	-40	1
O=C(CCc1ccccc1)Nc1ccccc1C(=O)N1CCOCC1	-3	-14
O=C(Nc1cccc(C(F)(F)F)c1)n1cc(-c2ccccn2)c(N2CCOCC2)n1	-11	-5
COc1ccc(-c2ccc3oc(-c4ccc(OC)cc4)c(-c4ccc(OC)cc4)c3c2)cc1	-40	193
COCCN1Cc2cccc(C(=O)NC(C)c3cccs3)c2C1=O (stereo not given)	-8	4
Cc1ccc(C(=O)c2ncc[nH]2)cc1	5	3
CCN(Cc1cc2cc(OC)ccc2[nH]c1=O)C(=O)Cc1ccc(OC)cc1	1	17
CCC(C(=O)Nc1ccc(C)cc1)c1ccccc1 (stereo not given)	-12	4
CCOc1ccc(-c2nc(-c3cccs3)c(CC(=O)O)s2)cc1OC	-24	6
CCOC(=O)c1nnn(-c2nonc2N)c1-c1ccc(C)cc1	-11	0
CC(=O)c1cn(CC(=O)Nc2ccc(C)c(C)c2)c2ccccc12	-4	-9
COc1cc(OC)c(OC)cc1CNC(=O)c1ccc(S(=O)(=O)N2CCCCC2)cc1	8	4
CN(CC(=O)Nc1cccc(F)c1)C(=O)c1ccc(COc2ccccc2)cc1	6	7
CCOc1ccc2nc(Cl)c(C3CC(c4ccco4)=NN3S(C)(=O)=O)cc2c1 (stereo not given)	1	5
CN(C)c1ccc(C(=O)N2CCCC2)cc1	12	-12
CCCOC(=O)c1ccc(NS(=O)(=O)c2cccs2)cc1	-4	5
O=C(CC1SC(N2CCCCC2)=NC1=O)Nc1cccc(C(=O)O)c1 (stereo not given)	7	-3
O=C1/C(=C\c2ccncc2)CCc2ccccc21	13	-2
Cc1[nH]c2ccccc2c1/C=C(\C#N)C(=O)NC1CC1	-17	1
CC(=O)Nc1ccc2c(c1)-c1ccc(F)cc1C2=O	1	0
O=C(COc1cccnc1[N+](=O)[O-])Nc1cccc(Br)c1	-14	8
C[N+](C)(C)CCOC(N)=O	4	-2
Cn1c(=O)oc2cc(S(=O)(=O)NCCCN3CCCC3=O)ccc21	-3	-9
Cc1c(CCOC(=O)c2cc([N+](=O)[O-])ccc2Cl)sc[n+]1CCCCS(=O)(=O)[O-]	-2	-1
CCc1ccccc1SCc1noc(C(=O)NCC2CCCO2)c1C(=O)O (stereo not given)	2	20
CCOC(=O)c1ccc(NC(=O)c2cc(=O)[nH]c3ccccc23)cc1	-3	-2
O=C(CCOc1cccc(Br)c1)NNC(=O)COc1ccc(F)cc1	9	-7
CCOC(=O)Cn1nc(-c2ccc(Cl)cc2)cc1N	19	-10
Cc1cc2cc(C=C(C#N)C#N)c(Cl)nc2cc1C	-5	1
CCCCNC(NCCCC)=C(S(=O)(=O)CC)S(=O)(=O)CC	-13	10
COCCSc1ccccc1C(=O)N1CCc2ccccc2C1	-18	-3
COc1cc2c(cc1OC)C1c3ccc(OC)c(OC)c3OCC1(O)C2 (stereo not given)	-2	8
CC(C)(C)c1cc(Cl)ccc1OCCOCCN1CCCC1	15	4
N#CN=C1SCCS1	-5	-5
COc1ccc(CSc2nnc(C)n2N)cc1[N+](=O)[O-]	11	-10
O=C(CCc1ccccc1)NC1CCSC1=O (stereo not given)	9	1
CCN(C(=O)COC(=O)c1ccccc1Nc1ccccc1)c1c(N)n(Cc2ccccc2)c(=O)[nH]c1=O	20	-2
CCOCCCN(C(=O)Cn1nnc(-c2ccc(OC)c(OC)c2)n1)C(CC)C(=O)NC1CCCC1 (stereo not given)	4	-2
CCOc1ccc(CCNC(=O)C(O)c2ccccc2)cc1 (stereo not given)	3	3
Cn1cc(CN2CCCC(C(=O)c3cc(F)ccc3F)C2)c2ccccc21 (stereo not given)	-10	32
CN(C(=O)COC(=O)c1ccc([N+](=O)[O-])cc1Cl)C1CCCCC1	11	-2
CCCN(C(=O)c1cccc(S(=O)(=O)N2CCN(C)CC2)c1)c1c(N)n(Cc2ccccc2)c(=O)[nH]c1=O	-4	3
CC1CCN(c2nncc3ccccc23)CC1	7	-9
O=[N+]([O-])c1ccc(SCCc2ccccn2)cc1	-6	4
CC(NC(=O)c1ccc(C23CC4CC(CC(C4)C2)C3)cc1)C(=O)O (stereo not given)	16	-6
CCN(CC)S(=O)(=O)c1cccc(NC(=O)COC(=O)CCC(=O)c2cccs2)c1	-14	0
Cc1cc(N/C=C/C(=O)c2ccccc2)ccc1Br	-9	5
O=C1C(Cc2ccccc2)Nc2ncnc(N3CCc4ccccc4C3)c2N1Cc1ccc(Cl)cc1 (stereo not given)	6	-7
CCOc1ccc(-c2noc(-c3csc([C@@H]4O[C@H](CO)[C@H](O)[C@H](O)[C@H]4O)n3)n2)cc1	-3	19
COCCNC(=O)CCCn1c(=O)c2cc(OC)c(OC)cc2n(CC(=O)Nc2ccc(F)cc2)c1=O	4	-9
Cc1ccnn1Cc1cc(C(=O)O)c2ccccc2n1	-10	-10
Cc1ccc(CNC(=O)C2CC(c3cccc([N+](=O)[O-])c3)=NO2)o1 (stereo not given)	-15	-9
CCCCN(C(=O)c1ccc(N(C)S(=O)(=O)c2ccc(C)cc2)cc1)c1c(N)n(CC(C)C)c(=O)[nH]c1=O	-20	-5
CCC1(CC)C(=O)C2=C3C1[C@H](C(=O)OC)C=C(C(=O)OC)C[C@H]3n1c(=O)n(C)c(=O)n1[C@H]2C (stereo not given in full)	-18	0
CCCCOc1ccc(N2C(=O)CC(NCc3ccncc3)C2=O)cc1 (stereo not given)	-2	-2
O=C(CSc1nc(C2CCCCC2)nc2ccccc12)NCc1ccco1	0	2

Arranged by number of heavy atoms (highest first): part of the list above
SMILES	TAG inh	TAG inh DAPI viability
O=C1C(Cc2ccccc2)Nc2ncnc(N3CCc4ccccc4C3)c2N1Cc1ccc(Cl)cc1 (stereo not given)	6	-7
Cc1ccc(CNC(=O)C2CC(c3cccc([N+](=O)[O-])c3)=NO2)o1 (stereo not given)	-15	-9
Cc1cc(N/C=C/C(=O)c2ccccc2)ccc1Br	-9	5

(list continues)
SMILES	TAG inh	TAG inh DAPI viability
Cn1c(=O)n(C)c2cc(NS(=O)(=O)c3ccc(C(C)(C)C)cc3)ccc21	-34	2
COc1ccc(CCNC(=O)CCCCCn2c(SCC(N)=O)nc3cc4c(cc3c2=O)OCO4)cc1OC	7	-18
O=C1NC2(CCCCCCC2)C(=O)N1Cc1ccc(F)cc1	7	3
CCOc1cc2[nH]c(=S)n(CCC(=O)NCc3ccco3)c(=O)c2cc1OCC	6	1
CCc1nnc(NC(=O)c2ccc(Cl)nc2)s1	-6	5
CCN(CC)S(=O)(=O)c1ccc(-c2nnc(SCC(=O)Nc3cc(OC)cc(OC)c3)o2)cc1	18	-9
O=C(c1ccc(Cl)c(Cl)c1)N1CCC(=O)N(C(COCc2cccc(C(F)(F)F)c2)Cc2ccccc2)CC1 (stereo not given)	0	-4
COC(=O)c1ccccc1NC(=O)CSc1nncn1C	-5	-6
C[C@@H]1CN([C@H](C)CO)C(=O)CCCn2nncc2CO[C@@H]1CN(C)C(=O)c1cc(-c2ccccc2)on1	-3	-1
CC(C)C(=O)NC(=S)Nc1ccccc1N1CCN(C(=O)c2ccccc2)CC1	3	-3
CN(C)c1ccc(NC(=O)C(=O)C2C(=O)Nc3ccccc32)cc1 (stereo not given)	9	-6
Cc1c(NC(=O)Cc2cccs2)cccc1[N+](=O)[O-]	-7	-5
CC(C)Oc1c(N2CCOCC2)c(=O)c1=O	-3	-2
Cc1cc(OCC(=O)NCCN2CCOCC2)ccc1Br	0	4
CCOC(=O)c1c(NC(=O)c2ccc(Br)o2)sc(C)c1CC	-6	20
CN1/C(=C\C=C2/SC(=S)NC2=O)C(C)(C)c2ccccc21	-72	-11
COCCCNc1nc2ccccc2nc1NS(=O)(=O)c1ccc(C)c(C)c1	14	-1
Cc1cc2c(=Cc3ccc(N(C)C)cc3)c3ccccc3n2[n+]1C	-22	-18
COc1cc(OC)c(C(=O)Nc2ccc(N(C)C)cc2)cc1OC	-94	7
O=C(N/N=C/c1cc([N+](=O)[O-])ccc1O)c1ccncc1	-1	-4
CCCCOC(=O)CSc1nnc(-c2cc(OC)c(OC)c(OC)c2)o1	4	1
Cn1c(=O)c2c(SCC(=O)NC3CCCC3)nc(CC(C)(C)C)nc2n(C)c1=O	6	8
COc1ccc(N2CC(C(=O)N3CCN(S(=O)(=O)c4ccc(F)c(F)c4)CC3)CC2=O)c(OC)c1 (stereo not given)	9	-5
O=C(Cc1ccc(Br)cc1)Nc1ccc(Cl)cc1	-33	-1
C[C@@H]1CC=C[C@H]2[C@H]1C(=O)N(Cc1ccccc1)[C@H]2c1ccc(-c2ccc(N(C)C)cc2)cc1F	6	45
COC(=O)c1ccc2nc(NC(=O)C(C)C)sc2c1	8	-1
COc1ccccc1C(=O)Oc1ccc2c(c1)O/C(=C\c1ccncc1)C2=O	-6	4
CCOC(=O)c1[nH]c2c(c1-c1ccc(OC)cc1)C(=O)CC(c1ccc(OC)c(OC)c1)C2 (stereo not given)	21	-7
CC(Oc1ccccc1)C(=O)OCC(=O)NC(=O)NC1CCCCC1 (stereo not given)	-15	4
COc1cc(C2C(C#N)=C(N)Oc3c2oc(CO)cc3=O)ccc1OC(C)C (stereo not given)	15	-8
CCO/N=C(/C)c1c(O)c(C)c(-c2ccccc2)n(-c2ccccc2)c1=O	-6	10
Cc1nn(-c2ccccc2)c(Cl)c1C1C(C#N)=C(N)OC2=C1C(=O)CC(C)(C)C2 (stereo not given)	-29	2
CCOC(=O)N1CCN(CC(=O)Nc2sccc2C#N)CC1	-2	1
CC(C)C[C@H]1CN=C(N(C)C)N1CC1CCCCCC1	2	4
O=C1c2ccccc2NC(c2cccc(O)c2)N1NS(=O)(=O)c1ccccc1 (stereo not given)	-10	25
CNCc1nc2ccccc2[nH]1	0	-13

Six records drawn at random from those above:
SMILES	TAG inh	TAG inh DAPI viability
CCOC(=O)c1[nH]c2c(c1-c1ccc(OC)cc1)C(=O)CC(c1ccc(OC)c(OC)c1)C2 (stereo not given)	21	-7
Cc1c(CCOC(=O)c2cc([N+](=O)[O-])ccc2Cl)sc[n+]1CCCCS(=O)(=O)[O-]	-2	-1
CCCOC(=O)c1ccc(NS(=O)(=O)c2cccs2)cc1	-4	5
Cc1c(NC(=O)Cc2cccs2)cccc1[N+](=O)[O-]	-7	-5
Cc1cc(N/C=C/C(=O)c2ccccc2)ccc1Br	-9	5
CCN(CC)C(=O)C1=C(C)N(CCCN2CCCC2=O)C(=O)C(CC(=O)NCCCN(C)C)C1 (stereo not given)	1	6

Continued:
SMILES	TAG inh	TAG inh DAPI viability
CCCOc1ccc(Oc2cc(C)nc(SC)n2)nn1	5	8
Cc1ccc(S(=O)(=O)N2CCOCC2)cc1C(=O)NC1CCCC(C)C1C (stereo not given)	-9	-7
CC(=O)N[C@@H](Cc1c[nH]c2ccccc12)C(=O)OCC(=O)NCc1ccc2c(c1)OCO2	-3	4
O=C(NCCC1=CCCCC1)C1CCN(S(=O)(=O)c2cccc3cccnc23)CC1	3	1
S=C(NCc1ccco1)N1CCOCC1	2	-13
CCCN(CC(=O)Nc1ccccc1OC)C(=O)CCCN1C(=O)c2ccccc2C1=O	-1	10
CCOC(=O)C1=C(C)Nc2[nH]c(=O)[nH]c(=O)c2C1c1cccs1 (stereo not given)	15	-2
O=C(O)c1csc(Br)c1Br	8	-11
C=CCn1c(O)c(N=NC(=S)Nc2ccccc2F)c2ccccc21	14	-17
C/C(=N\NS(=O)(=O)c1ccc(Br)cc1)c1cccs1	-29	-3
O=C(CN1C(=O)CCC1=O)Nc1cccc(NC(=O)CN2C(=O)CCC2=O)c1	0	-7
Cc1ccc(S(=O)(=O)N2CCN(C(=O)CSCc3ccc(C(C)C)cc3)CC2)cc1	17	1
CCc1ccccc1NC(=O)CN1CCN(CC(=O)Nc2ccc3c(c2)OC2(CCCCC2)O3)CC1	9	-7
Clc1ccc(-c2cc(COc3ccccc3)no2)cc1Cl	-2	-1

These rows are one share of the data (hit frequency here may not be typical).
